# Screening data from PubChem.
# RTF Ca sens inh = cardiac RTF calcium desensitization; inhibition, % at 7.15 µM; P19429+P45379; IANBD-labeled cardiac RTF, Ca2+ fluorescence; actives 0.12% (n = 340,000);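 active = inhibition above the mean inhibition of all tested compounds plus 3 SD, cut at about 17% in these data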;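 note: assay run at fixed EC70 calcium of 1.6 mM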
# SR-BI uptake up = enhances SR-BI lipid uptake from DiI-HDL. activation, % at 12.5 µM. actives 0.096% (n = 320,000). CHO ldlA[mSR-BI] cells, DiI-HDL uptake fluorescence, 3 h; 100 = double the neutral-control signal;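 active = mean replicate activation of at least 60% and every replicate at or above 60%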;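 note: 0% = median plate neutral-control signal and 100% = twice that signal; values of inactives mirror those of a sister screen read the other way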
#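 Material: SR-BI-overexpressing, LDLR-lacking CHO cells | Dosing: Single compound concentration, delivered by pin transfer | Probe or stimulus: Labelled HDL, 10 µg/mL | Signal: Bottom-read cell fluorescence after medium removal, ex 550/em 595 nm | Schedule: 3 h, 37 °C | Evaluation: HDL uptake via cellular fluorescence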
# cardiac RTF act = increases calcium sensitivity of human cardiac regulated thin filaments; P19429+P45379; IANBD-labeled TnC RTF fluorescence at EC20 calcium; 0% EC20 calcium, 100% full calcium; activation, % at 7.2 µM; actives 0.24% (n = 340,000);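 active = activation above the mean over all tested compounds plus 3 SD, cut at about 30% in these data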;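 note: rise in fluorescence read as greater calcium sensitivity of cardiac thin filaments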
# PKA-R2B activ = PKA-R2B complex activation; P22694+P31323; PKA-R2B holoenzyme dissociation, Cy5-IP20 fluorescence polarization; R2B truncated from residue 108, S112A mutant; 0% DMSO only, 100% 113 µM cGMP; AID 504700; actives 0.079% (n = 340,000); activation, % at 11.4 µM;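 active = activation above a cutoff set at the mean over all compounds plus 3 SD, cut at about 18% in these data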;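 note: higher means more holoenzyme dissociation and a rise in polarization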
# Target sequence (P31323 whole entry, looked up, other chains not shown, the tested form may be a part): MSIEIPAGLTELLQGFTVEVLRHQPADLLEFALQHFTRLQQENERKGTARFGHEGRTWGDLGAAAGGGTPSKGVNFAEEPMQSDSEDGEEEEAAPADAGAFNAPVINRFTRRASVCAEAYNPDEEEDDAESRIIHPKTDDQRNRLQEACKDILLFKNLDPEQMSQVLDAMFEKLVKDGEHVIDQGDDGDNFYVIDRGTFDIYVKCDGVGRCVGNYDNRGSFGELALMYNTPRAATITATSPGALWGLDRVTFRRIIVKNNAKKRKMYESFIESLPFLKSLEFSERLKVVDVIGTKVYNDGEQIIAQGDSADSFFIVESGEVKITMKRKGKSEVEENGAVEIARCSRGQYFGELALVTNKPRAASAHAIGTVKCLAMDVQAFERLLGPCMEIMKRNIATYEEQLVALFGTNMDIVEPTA
# Keap1 Nrf2 FP = Keap1-Nrf2 (human) interaction inhibition; Q14145; Keap1 Kelch-Nrf2 peptide fluorescence polarization, 1536-well; inhibition, % at 9.4 µM; actives 0.15% (n = 340,000); in the data active = inhibition above about 12%;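 note: human Keap1 Kelch domain with fluorescein labeled Nrf2 9mer peptide probe; 0% = neutral control wells and 100% = peptide positive control; higher means more block of Keap1 binding to Nrf2 peptide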
# CAL PDZ FP-1 = human CAL PDZ-peptide interaction inhibition; Q9HD26; purified CAL PDZ, TMR-peptide fluorescence polarization, 1 h; inhibition, % at 20 µM; actives 0.02% (n = 330,000); AID 504414;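 active = highest replicate inhibition of at least 40%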;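 note: plate controls were DMSO neutral control wells for no effect and unlabeled competitor peptide control wells for full effect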
#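 Read-out basis: mP drop reported as inhibition | Assay system: Tagged CAL PDZ protein CerCALP, purified | Benchmarks: Unlabelled peptide for full inhibition, DMSO wells as neutral | Schedule: 1 h incubation at room temperature before polarization reading | Buffer or medium: Sodium phosphate/NaCl buffer pH 7.4 with TCEP, IgG, Thesit | Doses: Single point, 20 µM | Measured by: Fluorescence polarization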
# Rtt109 HAT inh = C. albicans Rtt109 histone acetyltransferase inhibition; actives 0.16% (n = 330,000); inhibition, % at 34.9 µM; Q5AAJ8; purified Rtt109/Vps75, ThioGlo CoA-SH fluorescence, 4 h;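 active = inhibition of at least 50% in every replicate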
# CAL PDZ FP-2 = inhibitors of human CAL PDZ peptide binding; AID 602252; inhibition, % at 24.9 µM; actives 0.92% (n = 300,000); Q9HD26; purified CAL PDZ, TMR-peptide fluorescence polarization, 1 h;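 active = mean inhibition of at least 30% with at least half of replicates also reaching 30%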;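 note: 0% = DMSO neutral control and 100% = excess unlabeled competitor peptide PRC23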
# DAGLB inh = diacylglycerol lipase beta (human) inhibition; inhibition, % at 5.17 µM; AID 504411; Q8NCG7; actives 0.059% (n = 340,000); HEK293T DAGLB membrane lysate, EnzChek fluorogenic substrate; in the data active = inhibition above about 34%;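 note: 0% = enzyme with vehicle and 100% = wells lacking enzyme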
# Target sequence (Q8NCG7 whole entry, looked up): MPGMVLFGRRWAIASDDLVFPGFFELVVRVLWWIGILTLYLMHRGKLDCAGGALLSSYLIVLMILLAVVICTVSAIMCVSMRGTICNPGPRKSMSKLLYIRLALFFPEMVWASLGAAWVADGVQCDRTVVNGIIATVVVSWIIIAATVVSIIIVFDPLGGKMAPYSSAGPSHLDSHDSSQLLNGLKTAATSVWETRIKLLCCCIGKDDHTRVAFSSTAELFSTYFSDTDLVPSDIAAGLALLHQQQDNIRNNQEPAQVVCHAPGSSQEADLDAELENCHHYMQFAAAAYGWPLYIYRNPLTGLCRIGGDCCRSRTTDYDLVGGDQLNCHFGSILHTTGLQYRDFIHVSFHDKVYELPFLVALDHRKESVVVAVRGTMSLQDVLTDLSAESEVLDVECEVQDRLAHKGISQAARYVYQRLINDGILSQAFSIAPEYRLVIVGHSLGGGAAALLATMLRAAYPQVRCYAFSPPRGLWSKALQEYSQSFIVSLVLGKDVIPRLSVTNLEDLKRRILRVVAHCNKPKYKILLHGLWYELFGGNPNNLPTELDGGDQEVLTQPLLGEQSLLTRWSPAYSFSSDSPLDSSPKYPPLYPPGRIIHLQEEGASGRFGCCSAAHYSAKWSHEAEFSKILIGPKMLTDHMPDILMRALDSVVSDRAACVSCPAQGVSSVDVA
# LANA DNA inh = KSHV C-LANA DNA binding inhibition. MBP-C-LANA/FAM-LBS DNA binding, fluorescence polarization. inhibition, % at 9 µM. AID 504423. actives 0.078% (n = 340,000);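 active = highest replicate inhibition at or above 60% at 9 µM, even if other replicates fall short; inactive = all replicates below 60% inhibition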;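 note: 0% = neutral control wells and 100% = 4 µM acridine orange control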
# Numbers without * were called inactive; . = not tested or not shown.
# Sequence of screens: RTF Ca sens inh, SR-BI uptake up, cardiac RTF act, PKA-R2B activ, Keap1 Nrf2 FP, CAL PDZ FP-1, Rtt109 HAT inh, CAL PDZ FP-2, DAGLB inh, LANA DNA inh
> COc1cc(OC)cc(-c2oc(=O)c3cc(OC)c(OC)cc3c2C#CCCCO)c1
→ -7, -39, -4, -1, 3, -0.7, -3, -2, -3, 6.9
> COc1cc2c(cc1OC)CN(C(=S)Nc1ccccc1)CC2
→ -1, -25, 1, -1, -4, 0.2, 0, -2, 1, -1.7
> CCOc1cc(C2CC(=O)N3CN(C4CCCCC4)CSC3=C2C#N)ccc1O (centres undefined)
→ -3, 14, -3, 2, -1, 1.0, -1, 6, 0, 2.2
> CCn1cc(S(=O)(=O)Nc2ccc3c(c2)OCCO3)cn1
→ -13, -1, 0, 3, -3, -1.9, -3, -1, -2, -1.9
> COc1cccc(C(=O)NC2CCCc3ccccc32)c1 (centres undefined)
→ -1, -8, -1, -1, 2, 2.1, 10, -4, 0, -0.8
> C/C(CCc1ccco1)=N\NC(=O)CNc1c(Br)cc(Br)cc1Br
→ -4, -13, 1, -4, -6, -2.8, -7, 4, -4, -1.3
> O=C(CNC(=O)c1ccc(Cl)cc1)c1ccc(Br)cc1
→ 6, 24, 2, 2, 1, ., -4, -2, -6, 0.6
> O=C(Nc1cc(=O)[nH]c2ncnn12)c1ccc(Cl)cc1Cl
→ -4, 11, 4, -1, -9, -0.3, 2, -3, 0, 1.5
> CC(=O)c1sc(NC(=O)CSCc2c(C)noc2C)nc1-c1ccccc1
→ -2, -7, 5, -6, -5, -1.4, -1, -8, 1, 0.0
> O=S(=O)(NCCc1ccccn1)c1ccc(OC(F)(F)F)cc1
→ 1, 32, -4, 2, 0, -0.7, -6, -5, 0, -1.9
> Cc1cn(CC(=O)N[C@H](C)c2cccc3ccccc23)c(=O)[nH]c1=O
→ -1, 18, 0, 0, 3, -0.4, 3, -3, -4, 0.2
> Cc1ccc2c(c1)[C@@H]1CN(C)CC[C@@H]1N2S(=O)(=O)c1ccc([N+](=O)[O-])cc1
→ -4, -20, -1, 2, -3, 1.0, -12, -2, -3, 1.9
> COc1cccc(CN2C(=O)[C@H]3Cc4c([nH]c5ccccc45)C(C)(C)N3C2=O)c1
→ 7, -56, 3, -5, -5, 0.8, 12, -4, 3, 2.0
> O=C(Nc1nccs1)c1cc(N2CCOCC2)nc2ccccc12
→ -3, -8, 3, 0, -1, 0.2, -6, -4, 0, -0.4
> Cc1ccc(C(=O)N2CCCC(CCC(=O)NCc3ccc(F)c(F)c3)C2)cn1 (centres undefined)
→ -16, 14, 0, -13, -3, -2.7, -2, -3, 1, -0.9
> Cc1csc(=Nc2ccccc2)n1CCCN1CCCC1=O
→ 3, 3, 5, -4, 4, 0.1, 12, 23, 1, -0.6
> Cc1ccc(N2CC(C(=O)Nc3ccccc3N3CCCC3)CC2=O)cc1 (centres undefined)
→ -14, -24, -4, 8, -2, -1.3, -5, -3, -1, 0.6
> CCN(CC(=O)Nc1ccc(OC)cc1)C(=O)Cc1ccsc1
→ -7, 25, 2, 8, 4, 2.1, 2, -1, -2, -1.6
> CCSC1=C(C#N)C(c2ccc(C)o2)CC(=O)N1 (centres undefined)
→ -4, 7, -3, -2, -3, -0.1, 6, 4, -2, 0.5
> Cc1ccc(SCCNC(=O)c2ccccc2F)cc1
→ -13, -9, 1, 4, -2, ., 5, -1, -17, -1.0
> CC(C)S(=O)(=O)C/C(N)=N/OC(=O)c1cc(Cl)cc(Cl)c1
→ ., -7, ., ., 3, -1.4, 0, ., ., 2.0
> COc1ccc(C(CNC(=O)COc2ccc(Cl)c(C)c2)N2CCCCC2)cc1 (centres undefined)
→ 0, 35, -1, 5, 0, -0.8, 1, ., -1, -1.2
> COc1ccc2c(c1)sc(=N)n2CC(=O)Nc1cc(C)cc(C)c1
→ 3, 15, 0, -7, 4, ., -4, -3, -4, 0.0
> O=C(NCCc1ccccc1)/C(=C\c1ccc([N+](=O)[O-])cc1)NC(=O)c1ccc(Br)cc1
→ -9, -16, -1, 0, -2, -1.9, ., -2, 1, -0.9
> O=C(CCN1C(=O)c2ccccc2C1=O)N1CCN(Cc2ccc(Cl)cc2Cl)CC1
→ 5, -11, -4, 3, -5, -2.9, ., -1, -5, -0.2
> COc1ccc(S(=O)(=O)Nc2cccc(-c3ccc4nncn4n3)c2)cc1F
→ 0, -7, -6, 0, 2, -4.4, 0, 1, 2, -0.1
> COc1ccc(CNC(=O)C(=O)NCC2CCCO2)cc1 (centres undefined)
→ -3, 29, 2, -2, -2, 0.5, 0, 4, -2, -2.0
> N/C(=N\NC(=O)c1ccc(Cl)cc1)c1cnccn1
→ -7, -1, 1, -6, 0, -1.3, -3, -2, -2, 0.6
> COC(=O)c1c(NC(=O)COC(=O)c2ccc(Cl)nc2)sc(C)c1C
→ -13, 14, -5, 5, 5, -1.6, 0, 2, -2, 0.7
> Cc1sc2ncnc(N3CCC(C(=O)N(CC(C)C)c4nc5ccccc5s4)CC3)c2c1C
→ 0, -59, -6, -1, -7, 0.6, 0, -4, 0, -1.6

# Profiles, quoted from the list. Values in the order: RTF Ca sens inh, SR-BI uptake up, cardiac RTF act, PKA-R2B activ, Keap1 Nrf2 FP, CAL PDZ FP-1, Rtt109 HAT inh, CAL PDZ FP-2, DAGLB inh, LANA DNA inh
# Cc1sc2ncnc(N3CCC(C(=O)N(CC(C)C)c4nc5ccccc5s4)CC3)c2c1C reads 0, -59, -6, -1, -7, 0.6, 0, -4, 0, -1.6
# COc1ccc(S(=O)(=O)Nc2cccc(-c3ccc4nncn4n3)c2)cc1F reads 0, -7, -6, 0, 2, -4.4, 0, 1, 2, -0.1
# COc1ccc(CNC(=O)C(=O)NCC2CCCO2)cc1 (centres undefined) reads -3, 29, 2, -2, -2, 0.5, 0, 4, -2, -2.0
# N/C(=N\NC(=O)c1ccc(Cl)cc1)c1cnccn1 reads -7, -1, 1, -6, 0, -1.3, -3, -2, -2, 0.6

# By substructure: the entries above with two or more sulfur atoms (two)
# Sequence of screens: RTF Ca sens inh, SR-BI uptake up, cardiac RTF act, PKA-R2B activ, Keap1 Nrf2 FP, CAL PDZ FP-1, Rtt109 HAT inh, CAL PDZ FP-2, DAGLB inh, LANA DNA inh
> CC(=O)c1sc(NC(=O)CSCc2c(C)noc2C)nc1-c1ccccc1
→ -2, -7, 5, -6, -5, -1.4, -1, -8, 1, 0.0
> Cc1sc2ncnc(N3CCC(C(=O)N(CC(C)C)c4nc5ccccc5s4)CC3)c2c1C
→ 0, -59, -6, -1, -7, 0.6, 0, -4, 0, -1.6

# (cont.)
SMILES	RTF Ca sens inh	SR-BI uptake up	cardiac RTF act	PKA-R2B activ	Keap1 Nrf2 FP	CAL PDZ FP-1	Rtt109 HAT inh	CAL PDZ FP-2	DAGLB inh	LANA DNA inh
CCOC(=O)c1ccc(NC(=S)NCCc2ccc(F)cc2)cc1	.	5	.	.	2	-1.1	3	4	.	0.5
CCOc1cc(Br)c(CC(=O)O)cc1OCC	-3	5	6	2	-1	-0.4	-5	1	-1	-0.1
O=C(/C=C/c1ccc(S(=O)(=O)N2CCOCC2)cc1)NCc1ccccc1	5	-15	-1	-13	0	-1.5	-11	6	2	2.5
COc1ccccc1-c1nnc(SCC(=O)NCc2ccco2)n1N	-2	21	1	-5	-2	-2.5	0	-3	0	-1.1
Cc1onc(-c2ccccc2Cl)c1C(=O)Nc1cccnc1	-5	0	1	0	1	-2.8	-9	.	2	0.9
CCOC(=O)N/N=C1\CC(C)CC(C)(C)C1 (centres undefined)	5	-6	-4	2	1	-0.4	-4	5	-1	1.0
O=C(Nc1ccc(Br)cc1)N1CCc2ccccc2C1	-2	-22	-1	-8	1	-3.0	0	8	-5	0.7
O=C(c1ccc(Cl)cc1)C1C2C(=O)N(c3ccccc3)C(=O)C2C2CCCN21 (centres undefined)	-6	10	-2	-4	-1	-0.3	-21	-3	0	0.7
CCN(CC)C(=O)CSc1nnc(-c2ccccn2)n1-c1ccccc1OC	-10	-10	13	-5	-2	-1.2	-7	4	5	-0.7
OCCCNC(=S)Nc1ccc2nc(-c3ccccn3)c(-c3ccccn3)nc2c1	-10	3	2	6	4	-2.0	7	0	-1	3.0
CCOc1ccc(NC(=O)C2CCN(S(=O)(=O)CC)CC2)cc1	4	2	5	-1	3	-1.1	-9	-3	0	-1.1
O=C(NC1CCCCC1)C1CCCN1S(=O)(=O)c1ccc(F)cc1 (centres undefined)	-11	-1	9	3	-4	-2.5	1	0	1	0.3
O=C(C1CCC1)N1CCN(Cc2ccccc2)CC1	0	-24	4	1	5	-1.5	0	.	3	-0.3
Cc1cc(Cl)c2oc(C(=O)N3CCN(c4ccncc4)CC3)c(C)c2c1	-4	-26	-6	-7	2	-2.0	24	-2	0	5.1
Cn1ncc2c(=O)[nH]c(N)nc21	-5	19	4	-9	3	-0.9	2	-1	1	1.4
N#Cc1c(/N=C/c2ccc(-c3ccccc3C(=O)O)o2)sc2c1CCCC2	6	-6	0	-6	0	1.0	2	-2	1	12
Cc1c(NC(=O)c2c(N)sc3c2CCCC3)c(=O)n(-c2ccccc2)n1C	-3	30	-1	-4	-1	-1.9	7	-7	1	0.6
Cc1n[nH]c(C)c1NC(=O)CSc1nnnn1-c1cccc(F)c1	-5	0	-10	-11	-2	-0.6	14	-1	-6	1.2
O=C(c1cc(S(=O)(=O)N2CCOCC2)ccc1F)N1CCN(Cc2ccccc2)CC1	-10	5	0	-5	-2	-2.7	5	-2	-2	-0.6
Cc1ccc(C2C3=C(CC(C)(C)CC3=O)NC3=C2C(=O)c2ccccc23)cc1 (centres undefined)	-7	7	-3	-10	-8	-0.6	12	0	21	-3.6
CCOC(=O)c1ccc(Oc2cn[nH]c2-c2ccc(O)cc2O)cc1	-3	-39	0	4	0	-0.3	-6	-4	2	-0.3
CCS(=O)(=O)c1ccc2oc(Nc3ccc(OC)c(OC)c3)nc2c1	-9	.	10	3	-1	-1.1	4	.	1	0.0
O=C(Nc1ccccc1N1CCCCC1)c1ccc(Cl)cc1	-1	-46	-3	7	1	0.9	5	-6	-19	0.4
Cn1nc(C(=O)Nc2ccc(Cl)cc2)cc1C(=O)Nc1ccc(Cl)cc1	1	.	3	-8	-4	0.0	-9	-6	2	2.0
